MT1-MMP act inh – blocks activation of human MT1-MMP; HT1080 RFP-PRO-GFP cells, GFP/RFP ratio fluorescence, overnight; percent of plate control window, DMSO zero; P50281; GFP/RFP ratio change, % at 20 µM; actives 0.061% (n = 360,000);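 active means GFP/RFP ratio change of at least 30% with cell ATP level not reduced by more than half and red fluorescence within 50% of control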; further: strong numbers were not always called active
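Read-out: GFP/RFP fluorescence ratio; Test system: RFP-PRO-GFP reporter HT1080 cells; Compound dosing: single-point 20 µM compound, 1% DMSO; Times: overnight compound exposure at 37 °C.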
Rin1-Abl PPI inh – blocks binding of human Rin1 to Abl. P00519+Q13671. TR-FRET Rin1/Abl binding, biochemical. inhibition, % at 7.35 µM. actives 0.4% (n = 360,000); in the data active means inhibition above about 5%, passing the limit was not always enough
NadD inh – NadD (S. aureus) enzyme inhibition | purified NadD enzyme, colorimetric absorbance read-out | inhibition, % at 20 µM | actives 0.78% (n = 360,000); in the data active means inhibition above about 26%; further: some compounds past the cut are filed as inactive
MLLE-PAM2 inh – inhibitors of microRNA-mediated deadenylation, human PABP1 MLLE binding; P11940; GST-MLLE / FITC-PAM2 fluorescence polarization; inhibition, % at 20 µM; actives 0.36% (n = 360,000); AID 588489; in the data active means inhibition above about 35%, passing the limit was not always enough;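 further: plate controls were DMSO wells with GST-MLLE for no effect and wells lacking GST-MLLE protein for full effect; some results filed as inactive read as strong as hits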
Rpn11 inh – Rpn11 (human) deubiquitinase inhibition. O00487. human 26S proteasome, Ub4-pepOG fluorescence polarization; 20S core pre-blocked with epoxomicin. calls only at 20 µM. actives 0.59% (n = 360,000). AID 588493;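 active means inhibition at 20 µM, scaled to each plate's controls, above about 33%, limit read from the data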
Target sequence (O00487 whole entry, looked up): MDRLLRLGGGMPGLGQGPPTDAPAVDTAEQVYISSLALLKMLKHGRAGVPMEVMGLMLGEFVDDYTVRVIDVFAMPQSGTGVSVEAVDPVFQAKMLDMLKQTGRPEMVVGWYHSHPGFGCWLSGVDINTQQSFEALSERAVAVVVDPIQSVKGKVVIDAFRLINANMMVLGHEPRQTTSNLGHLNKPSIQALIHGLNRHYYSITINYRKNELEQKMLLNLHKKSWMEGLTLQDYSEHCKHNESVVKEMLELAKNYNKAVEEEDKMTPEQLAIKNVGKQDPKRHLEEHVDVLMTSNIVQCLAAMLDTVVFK
CSN deneddyl inh – blocks human CSN-mediated cullin deneddylation | Q92905 | Purified CSN, SCF-Nedd8-OG deneddylation, fluorescence polarization | inhibition, % at 12.5 µM | actives 0.38% (n = 360,000) | AID 651999;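 active means pattern-corrected inhibition above about 35%, with an unprinted fluorescence ratio check between 0.5 and 1.5, limit read from the data, passing the limit was not always enough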;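 further: 0% = enzyme with substrate and 100% = substrate without enzyme; some results filed as inactive read as strong as hits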
Target sequence (Q92905 whole entry, looked up, one chain of several): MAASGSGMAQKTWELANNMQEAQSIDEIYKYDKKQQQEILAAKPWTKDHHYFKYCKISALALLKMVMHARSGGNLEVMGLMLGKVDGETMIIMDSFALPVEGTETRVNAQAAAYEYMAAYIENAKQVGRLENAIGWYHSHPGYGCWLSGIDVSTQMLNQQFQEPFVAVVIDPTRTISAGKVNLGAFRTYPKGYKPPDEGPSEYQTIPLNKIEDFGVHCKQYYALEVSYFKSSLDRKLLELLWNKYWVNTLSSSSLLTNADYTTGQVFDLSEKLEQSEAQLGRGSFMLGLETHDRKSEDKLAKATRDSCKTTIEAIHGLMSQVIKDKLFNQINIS
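Test system: purified human Csn5 enzyme expressed in HEK293T cells. Amount: 0.24 nM enzyme. Reagent: SCFSkp2-Nedd8OG substrate at 10 nM final. Schedule: 90 min incubation of compound, enzyme and substrate at room temperature. Detection: fluorescence polarization. Read-out: % inhibition of substrate cleavage by Csn5.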
SKN-1 inh – C. elegans SKN-1 inhibition; actives 0.49% (n = 360,000); inhibition, % at 21.8 µM; C. elegans VP596 Pgst-4::GFP/RFP ratio, acrylamide-induced, 24 h;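 active means interference check ratio from 0.5 to 1.5 plus GFP to RFP signal ratio inhibition reaching or exceeding a fixed threshold, cut at about 30% in these data, passing the limit was not always enough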; further: some compounds called inactive have numbers as strong as hits
FAS-TE inh – inhibitors of human fatty acid synthase thioesterase domain; recombinant FAS-TE, OMFH fluorogenic substrate, fluorescence endpoint; inhibition, % at 15 µM; actives 0.67% (n = 360,000);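 active means compounds whose normalised, plate-corrected inhibition of enzyme fluorescence in the single-dose primary screen is 50% or more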;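 further: 0% = DMSO with enzyme and 100% = substrate without enzyme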
Neddylation inh – inhibitors of human cullin neddylation. P61081+Q13564. TR-FRET cullin neddylation, biochemical. calls only at 25 µM. actives 0.58% (n = 360,000). AID 651699; in the data active means inhibition above about 36%
* hit, by the source's call; i = inactive; . = not tested or not shown.

no.	canonical_smiles	MT1-MMP act inh	Rin1-Abl PPI inh	NadD inh	MLLE-PAM2 inh	Rpn11 inh
1	O=C1NC(=Nc2ccccc2)SC1Cc1ccccc1 (centres undefined)	3	2	-16	-10	i
2	CCSc1nnc(NC(=O)COc2ccc3ccccc3c2)s1	-6	-1	-3	-9	i
3	Cc1ccn2c(=O)nc(SCC(=O)NC3CCCC3)nc2c1	-1	4	-2	15	i
4	Cc1cc(O)cc(O)c1C=NCc1ccco1	-49	3	7	-11	i
5	Cn1c(=O)[nH]c(=O)c2c1nc(CN1CCN(c3ccc(F)cc3)CC1)n2CCN1CCOCC1	1	-3	-1	-9	i
6	CC1CC(NC(=O)c2c(O)nc3sccn3c2=O)CC(C)(C)C1 (centres undefined)	-13	3	35*	-8	i
7	CN(CCn1ccnc1)Cc1cn(-c2ccccc2)nc1-c1ccc2c(c1)OCO2	6	-2	-2	10	i
8	O=C(NCCc1ccc(F)cc1)c1cc2ccccc2oc1=O	0	-3	4	12	i

no.	CSN deneddyl inh	SKN-1 inh	FAS-TE inh	Neddylation inh
1	-10	20	-2	i
2	0	-14	-15	i
3	-5	9	-7	i
4	3	19	-7	i
5	2	2	-4	i
6	-4	5	18	i
7	-6	-7	-4	i
8	0	-5	-2	i

Additional compounds follow:
no.	canonical_smiles	MT1-MMP act inh	Rin1-Abl PPI inh	NadD inh	MLLE-PAM2 inh	Rpn11 inh
9	CN(C)CCNC(=O)c1cccc(-c2cnc3c(NC=O)cc(-c4cc(F)c(F)c(F)c4)cn23)c1	3	3	-3	-9	i
10	CC(C)(C)Nc1nc(NN)nc(NC(C)(C)C)n1	2	1	2	-32	i
11	COc1ccc(-c2c[n+](CC(=O)OC3CC(C)CCC3C(C)C)c3n2CCC3)cc1 (centres undefined)	-20	3	9	-1	i
12	O=C(CSc1nnc(NC(=O)c2cc(Br)ccc2Cl)s1)NCC1CCCO1 (centres undefined)	-2	2	0	-17	i
13	COc1ccc(CN2CCNC(=O)C2CC(=O)NCCc2nc(C)c(C)s2)cc1C (centres undefined)	-1	-1	3	30	i
14	O=C(CN1CCN(Cc2ccccc2)CC1)NC(c1ccccc1)c1ccccc1	6	-2	-6	0	i
15	COc1cc(C(=O)Nc2cccc(NC(=O)c3cccs3)c2)cc(OC)c1OC	4	-4	-6	6	i
16	Cc1cccc(-n2c(CCN3C(=O)c4ccccc4C3=O)nc3ccccc3c2=O)n1	-1	3	-5	-5	i

no.	CSN deneddyl inh	SKN-1 inh	FAS-TE inh	Neddylation inh
9	7	9	16	i
10	0	6	-9	i
11	2	-11	-1	i
12	0	10	-7	i
13	0	21	-7	i
14	2	-1	0	i
15	1	-4	4	i
16	8	-11	-14	i

Records 13–16 from above:
no.	canonical_smiles	MT1-MMP act inh	Rin1-Abl PPI inh	NadD inh	MLLE-PAM2 inh	Rpn11 inh
13	COc1ccc(CN2CCNC(=O)C2CC(=O)NCCc2nc(C)c(C)s2)cc1C (centres undefined)	-1	-1	3	30	i
14	O=C(CN1CCN(Cc2ccccc2)CC1)NC(c1ccccc1)c1ccccc1	6	-2	-6	0	i
15	COc1cc(C(=O)Nc2cccc(NC(=O)c3cccs3)c2)cc(OC)c1OC	4	-4	-6	6	i
16	Cc1cccc(-n2c(CCN3C(=O)c4ccccc4C3=O)nc3ccccc3c2=O)n1	-1	3	-5	-5	i

no.	CSN deneddyl inh	SKN-1 inh	FAS-TE inh	Neddylation inh
13	0	21	-7	i
14	2	-1	0	i
15	1	-4	4	i
16	8	-11	-14	i

The listing continues.
no.	canonical_smiles	MT1-MMP act inh	Rin1-Abl PPI inh	NadD inh	MLLE-PAM2 inh	Rpn11 inh
17	CN(C)c1ccc(-c2nnn(Cc3ccccc3Br)n2)cc1	0	-2	0	-6	i
18	Cn1c(=NC(=O)c2ccc3c(c2)OCCO3)sc2cc(S(C)(=O)=O)ccc21	4	1	1	-12	i
19	Cn1c(SCC(=O)N2CCCc3ccccc32)nnc1-c1ccco1	1	-1	-2	9	i
20	O=C(c1ccccc1)N(c1ccccc1)C1C=CS(=O)(=O)C1 (centres undefined)	0	0	1	10	i
21	COc1cccc(N=C2C(=O)N3CCCc4cccc2c43)c1	6	-10	-2	-3	i
22	O=C(COc1ccc(Cl)cc1)NCCCNC(=O)c1ccccn1	1	0	-1	6	i
23	O=C1CCCN2N=C(SCC(=O)Nc3ccccc3C(F)(F)F)SC2=N1	2	2	2	-2	i
24	O=[N+]([O-])c1ccc(CSC2=NCCN2)cc1	3	0	-4	12	i

no.	CSN deneddyl inh	SKN-1 inh	FAS-TE inh	Neddylation inh
17	-1	0	25	i
18	-1	-3	-9	i
19	-1	-2	-8	i
20	0	-5	-8	i
21	-8	5	-6	i
22	0	-4	-5	i
23	0	12	-6	i
24	7	-1	-1	i

New compounds follow.
no.	canonical_smiles	MT1-MMP act inh	Rin1-Abl PPI inh	NadD inh	MLLE-PAM2 inh	Rpn11 inh
25	O=C(O)C1=C[C@H](c2coc3ccccc3c2=O)C[C@H](OCc2ccc(CO)cc2)O1	-1	0	4	0	i
26	Cc1ccc(C)c(S(=O)(=O)NC(CC(C)C)C(=O)O)c1 (centres undefined)	-4	-2	0	-5	i
27	CC(NS(=O)(=O)c1ccccc1)C(N)=O (centres undefined)	-12	-2	0	-3	i
28	Cc1cc(Cl)c(S(=O)(=O)Nc2ccc(S(=O)(=O)N3CCOCC3)cc2)cc1OCC(N)=O	-1	-3	2	-6	i
29	Cc1cc(C)c(S(=O)(=O)Nc2cnc3ccccc3c2)c(C)c1	-1	0	2	4	i
30	O=C(O)CCN1CCN(S(=O)(=O)c2ccc3ccccc3c2)CC1	0	0	-6	10	i
31	O=C(Nc1nc2ccccc2s1)C1=NN(c2ccccc2)C(=O)CC1	2	3	11	-12	i
32	CN(CC(=O)NC(=O)NCc1ccccc1)Cc1cccc(Cl)c1Cl	2	-3	-2	-4	i

no.	CSN deneddyl inh	SKN-1 inh	FAS-TE inh	Neddylation inh
25	1	-4	-15	i
26	-3	15	-8	i
27	-3	5	-8	i
28	-5	-3	-3	i
29	-2	-3	5	i
30	6	2	-5	i
31	5	2	19	i
32	0	2	24	i

(more compounds)
no.	canonical_smiles	MT1-MMP act inh	Rin1-Abl PPI inh	NadD inh	MLLE-PAM2 inh	Rpn11 inh
33	CCOc1ccc(NC(=S)c2ccc3ccccc3n2)cc1	2	3	2	26	i
34	Cc1onc(-c2ccccc2)c1C(=O)N1CCN(c2ccccc2F)CC1	-1	-2	-3	1	i
35	Cc1cc(C)nc(NC2=NC3CCCCC3N2)n1 (centres undefined)	4	0	-3	-2	i
36	CCOC(=O)c1cc(NC(=O)c2ccccc2)c(=O)n2c1oc1ccccc12	1	0	-3	-5	i
37	OC(c1ccc(-c2ccccc2)cc1)c1ncc(-c2ccccc2Cl)[nH]1 (centres undefined)	0	3	6	-13	i
38	CCCC(=O)Nc1ccc(Cl)c(NC(=S)NC(=O)C(C)C)c1	3	-1	1	1	i
39	CCOn1c(=O)c(-c2ccc(F)cc2)[n+]([O-])c2ccccc21	-1	0	-2	11	i
40	CO/N=C(\Cn1ncc(N2CCOCC2)c(Br)c1=O)c1ccc(Cl)cc1	-1	0	-5	9	i

no.	CSN deneddyl inh	SKN-1 inh	FAS-TE inh	Neddylation inh
33	-4	15	23	i
34	2	-7	4	i
35	-2	-8	-5	i
36	6	5	-7	i
37	-1	1	9	i
38	-1	1	3	i
39	5	-7	-4	i
40	4	-9	2	i

Record cards (already shown). Order of screens: MT1-MMP act inh	Rin1-Abl PPI inh	NadD inh	MLLE-PAM2 inh	Rpn11 inh	CSN deneddyl inh	SKN-1 inh	FAS-TE inh	Neddylation inh
CCOC(=O)c1cc(NC(=O)c2ccccc2)c(=O)n2c1oc1ccccc12 is entered as 1	0	-3	-5	i	6	5	-7	i
CCCC(=O)Nc1ccc(Cl)c(NC(=S)NC(=O)C(C)C)c1 is entered as 3	-1	1	1	i	-1	1	3	i

Next structures follow.
no.	canonical_smiles	MT1-MMP act inh	Rin1-Abl PPI inh	NadD inh	MLLE-PAM2 inh	Rpn11 inh
41	Cc1ccccc1CNc1ccc(C(CC(N)=O)NC(=O)c2ccccc2)cc1[N+](=O)[O-] (centres undefined)	14	-2	0	-21	i
42	O/N=C/c1cn(-c2ccccc2)nc1-c1cccnc1	1	-3	-4	6	i
43	O=C1CCCC/C1=C/NCc1ccc(F)cc1	-2	-3	0	-35	i
44	COc1ccccc1CN1CCN(S(=O)(=O)c2ccccc2)CC1	-4	0	1	-15	i
45	CC(CCc1ccccc1)NC(=O)CN1CCSc2ccccc21 (centres undefined)	-2	-1	-5	15	i
46	CCOP(=O)(c1ccccc1)C(O)c1ccc(Br)cc1 (centres undefined)	1	-1	3	6	i
47	CS(=O)(=O)N1CCC(C(=O)Nc2cc(C(F)(F)F)ccc2Cl)CC1	-6	-2	1	2	i
48	O=c1oc2ccccc2n1Cc1ccccc1	2	-2	-5	-1	i

no.	CSN deneddyl inh	SKN-1 inh	FAS-TE inh	Neddylation inh
41	8	11	0	i
42	-7	-14	-2	i
43	5	10	-9	i
44	0	-14	2	i
45	2	-15	21	i
46	-14	3	-7	i
47	-5	14	-5	i
48	-13	13	0	i

Next part:
no.	canonical_smiles	MT1-MMP act inh	Rin1-Abl PPI inh	NadD inh	MLLE-PAM2 inh	Rpn11 inh
49	O=C(COc1ncnc2ccc(Br)cc12)NC1CCCC1	0	0	-6	-2	i
50	Cc1[nH]nc(SCC(=O)Nc2ccc(C#N)cc2)c1[N+](=O)[O-]	0	1	-2	9	i
51	Cc1ccc2nc(-c3ccc(C#N)cc3)c(Cc3ccccc3)n2c1	-1	.	8	.	.
52	COc1ccc(CCN=C(N)NS(=O)(=O)c2cc(F)ccc2F)cc1	-1	-1	-6	17	i
53	CN(Cc1nc2ccccc2s1)C(=O)c1ccc(F)cc1	-2	-4	11	-5	i
54	CCn1c(SCC(=O)Nc2c(C#N)cnn2-c2ccccc2)nnc1-c1cccs1	7	-5	-2	7	i
55	CCCCOC(=O)c1[nH]c(C)c(C(=O)OC)c1C	-3	1	1	8	i
56	CCC(COC(=O)Nc1cccc(C)c1C)NC(=O)OCC(C)C (centres undefined)	6	3	1	-10	i
57	COCc1[nH]nc2c1C(c1ccccc1Cl)C(C#N)=C(N)O2 (centres undefined)	-2	3	-1	-1	i

no.	CSN deneddyl inh	SKN-1 inh	FAS-TE inh	Neddylation inh
49	-2	-17	5	i
50	2	4	-7	i
51	6	3	15	.
52	2	-2	1	i
53	-1	16	-4	i
54	-1	-1	-3	i
55	0	20	3	i
56	1	14	-3	i
57	-3	6	-7	i

No enrichment for hits; about 3.9% have a hit in one of these screens.
